Source: PubChem BioAssay
Tb PGK inh – T. brucei PGK inhibition; PGK/GAPDH coupled, Kinase-Glo luminescence, 60 min; Potency, µM (series often up to 57.5 µM), for inactives: at the highest dose activity change, negative = inhibition, actives largely listed as inhibitors; hit rate 0.043% among 380,000; further: on the % scale 0 is the no-effect control and ±100 the full control effect; nearly all actives have a fitted effect of over 60% in size
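Recombinant glycosomal PGK reaction used 1,3-bisphosphoglycerate generated in-well by GAPDH (100nM final) in 100mM TEA pH 7.6, 5mM MgCl2, 0.01% Tween-20. After 60 minutes at room temperature, ATP was read by Kinase-Glo Plus luminescence end-point.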
BLM helicase inh – inhibitors of human Bloom syndrome helicase BLM; P54132; recombinant BLM DNA unwinding, fluorescence dequenching; Potency, µM (doses to about 56.1 µM), inactives show top-dose activity change, negative = inhibition, actives largely listed as inhibitors; hit rate 0.2% among 350,000; AID 2528;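 further: plate controls were vehicle for no effect and no enzyme for full effect; nearly all actives have a fitted effect of over 35% in size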
BAZ2B inh – blocks human BAZ2B | hit rate 4.4% among 360,000 | Q9UIF8 | Potency, µM (top dose mostly 114 µM), for inactives: at the highest dose activity change, negative = inhibition, hits mostly inhibitors | AlphaScreen BAZ2B-H3K14Ac peptide displacement; further: on the % scale 0 is the no-effect control and ±100 the full control effect; nearly all actives have a fitted effect of over 60% in size
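AlphaScreen luminescence quantifies BAZ2B engagement of H3K14Ac peptide; the protein and biotinylated peptide are both at 50 nM final, buffer PBS pH 7.4 with 0.01% Tween-20, all steps at room temperature.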
GLS inh – blocks human kidney-isoform glutaminase activity; Potency, µM (doses to about 45.5 µM), for inactives: at the highest dose activity change, negative = inhibition, most hits filed as inhibitors; hit rate 0.21% among 410,000; GLS enzymatic activity, qHTS titration; O94925; further: on the % scale 0 is the no-effect control and ±100 the full control effect
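Compounds were pin-transferred onto hKGA, after which L-glutamine (1 mM solution) and a detection mix of glutamate oxidase, HRP and Amplex Red were added. Initial and 30 min RT fluorescence reads were collected.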
Pin1 inhibitor – inhibitors of human Pin1. hit rate 0.009% among 390,000. Pin1 FP peptide displacement, HiFluor488, 10 min. Q13526. AID 504891. Potency, µM (titrated, usually from 115 µM), without a hit: at the top dose activity, negative = inhibition, usual class: inhibitors; active means well fitted inhibition curve with a large enough effect in the polarisation, with a control signal flat, not every such curve was filed as active; inconclusive means small, poorly fitted or top-dose-only effect, or effect the other way, or a change in a side signal; inactive means no such curve, though single readings can be large or run the other way; the % refers to the polarisation; further: on the % scale 0 is the no-effect control and ±100 the full control effect
G9a block – inhibitors of human histone lysine methyltransferase G9a; Q96KQ7; G9a H3K9 monomethylation, AlphaScreen, 2 h; Potency, µM (doses to about 102 µM), without a hit: at the highest dose activity, negative = inhibition, most hits filed as inhibitors; hit rate 8.8% among 350,000; AID 504332; further: on the % scale 0 is the no-effect control and ±100 the full control effect; nearly all actives have a fitted effect of over 75% in size
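Quantitative HTS format: methyltransferase activity on a biotin-tagged H3K9 peptide is measured by AlphaScreen, using a rabbit anti-monomethyl-H3K9 antibody with streptavidin donor and anti-IgG acceptor beads. Final levels are 20 nM enzyme, 500 nM peptide, 20 uM SAM; 2 h RT.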
JMJD2A Tudor – JMJD2A Tudor domain (human) inhibition. AlphaScreen JMJD2A-Tudor / H3K4me3 peptide binding. Potency, µM (doses to about 114 µM), for the others: at the top dose activity change, negative = inhibition, hits mostly inhibitors. O75164. AID 504339. hit rate 4.4% among 390,000; further: on the % scale 0 is the no-effect control and ±100 the full control effect; nearly all actives have a fitted effect of over 50% in size
Target sequence (O75164 whole entry, looked up, the tested form may be a part): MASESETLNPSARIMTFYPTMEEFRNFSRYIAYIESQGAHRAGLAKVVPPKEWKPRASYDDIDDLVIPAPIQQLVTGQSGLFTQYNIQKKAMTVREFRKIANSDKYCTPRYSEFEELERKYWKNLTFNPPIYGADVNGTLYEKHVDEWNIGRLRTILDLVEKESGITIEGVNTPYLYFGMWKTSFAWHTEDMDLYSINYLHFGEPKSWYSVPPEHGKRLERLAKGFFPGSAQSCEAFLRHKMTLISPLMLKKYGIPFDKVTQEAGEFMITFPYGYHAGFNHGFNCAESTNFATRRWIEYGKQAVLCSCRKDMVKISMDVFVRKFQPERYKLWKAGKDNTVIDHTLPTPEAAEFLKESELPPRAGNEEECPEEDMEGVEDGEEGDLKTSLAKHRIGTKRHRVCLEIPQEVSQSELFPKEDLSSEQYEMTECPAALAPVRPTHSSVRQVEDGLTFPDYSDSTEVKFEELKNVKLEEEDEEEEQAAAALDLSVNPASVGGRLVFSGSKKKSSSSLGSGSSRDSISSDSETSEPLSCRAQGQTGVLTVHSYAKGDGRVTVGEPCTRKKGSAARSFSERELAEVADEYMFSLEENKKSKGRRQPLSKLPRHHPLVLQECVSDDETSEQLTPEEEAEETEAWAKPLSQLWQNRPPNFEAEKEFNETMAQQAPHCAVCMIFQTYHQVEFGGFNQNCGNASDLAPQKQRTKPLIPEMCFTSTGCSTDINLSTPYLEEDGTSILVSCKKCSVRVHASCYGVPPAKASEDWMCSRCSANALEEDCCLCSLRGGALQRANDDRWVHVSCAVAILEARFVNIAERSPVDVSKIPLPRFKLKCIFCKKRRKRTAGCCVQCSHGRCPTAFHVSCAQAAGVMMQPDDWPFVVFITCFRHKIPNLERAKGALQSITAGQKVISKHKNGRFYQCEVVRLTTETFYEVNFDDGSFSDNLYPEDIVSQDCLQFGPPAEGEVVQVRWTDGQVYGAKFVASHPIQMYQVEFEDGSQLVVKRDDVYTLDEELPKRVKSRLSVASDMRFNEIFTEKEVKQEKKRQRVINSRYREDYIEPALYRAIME
HP1b binding inh – HP1-beta chromodomain-methylated histone interaction inhibition. AlphaScreen HP1-beta / biotin-H3K9me3 peptide binding. P83916. hit rate 0.56% among 390,000. Potency, µM (doses to about 114 µM), without a hit: at the top dose activity change, negative = inhibition, actives largely listed as inhibitors; further: nearly all actives have a fitted effect of over 70% in size; inactives centre near 23
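Compound inhibition of the preformed complex between 50 nM HP1-beta and 50 nM biotinylated H3K9me3 peptide was read by AlphaScreen. Buffer was PBS pH 7.4 with 0.01% Tween-20. Incubations ran 30 min at room temperature, with 10 ug/mL donor/acceptor beads.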
POLI inh – blocks human DNA polymerase iota activity; Pol iota fluorescent replication assay, 10 min; Potency, µM (titrated, usually from 115 µM), inactives show at the top dose activity, negative = inhibition, usual class: inhibitors; Q9UNA4; AID 588590; hit rate 1% among 390,000
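Pol iota at 10 nM preincubated 15 min with compounds at room temperature; reaction started with fluorescent substrate, 50 nM final. Fluorescence read kinetically at 0 and 10 min; buffer-only wells as negative control.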
Starred values were filed as active, the others as inactive; i = inactive; u = inconclusive; x = no result given; & = joins results of further samples; [ ] = remark or other dose. Unless noted, the call rests on the fitted dose curve; in most records, active means well fitted curve in the direction sought with a large enough effect; inconclusive means small, poorly fitted or top-dose-only effect, or another doubt; inactive means no such curve, though single readings can be large; an effect the other way counts as inactive or inconclusive. Potency means the concentration at half of the fitted maximal effect. Not all compounds are listed, so the mix of outcomes need not match the whole.

Compound,Tb PGK inh,BAZ2B inh,Pin1 inhibitor,JMJD2A Tudor,POLI inh,G9a block,HP1b binding inh,BLM helicase inh,GLS inh
CCOc1ccccc1OCC(=O)NCc1ccco1,-10%,u,u,u,20µM*,u,14%,-11%,32%[activator]
CCc1nn2c(=O)cc(COC(=O)c3ccccc3NC(=O)COc3ccc(F)cc3)nc2s1,-9%,-2%,-9%,-3%,26%,2%[12.7 µM],34%,-7%,-1%
CCOc1ccc(NC(=O)CN(C)C(=O)CN2C(=O)NC3(CCCC3)C2=O)cc1OCC,-2%,-6%,2%,-14%,18%,56µM*,-11%,x,0%
COc1ccc(C(=O)N2c3ccccc3C=CC2C#N)cc1 (stereo unspecified),-6%,-7%,7%,-18%,18%,-1%[59 µM],8%,0%,-4%
CC1(C)C2C/C(=N\O)C(C)(/[N+]([O-])=C/c3cccc([N+](=O)[O-])c3)CC21 (stereo unspecified),i,-17%,-1%,u,108%[activator],-6%,4%,-5%,-2%
CC(C)(C)OC(=O)N1CCC(C(=O)N2CCC[C@H]2C(=O)O)CC1,-7%,-1%,-12%,18%,3%,u,41%,0%,1%
CCOc1ccc(CNCCNC(=O)c2nonc2N)cc1,-10%&1%,0%,2%&-13%,-3%&-2%,21%&18%,-23%,49%&40%[activator],-7%&-2%,1%&-2%
O=C(C[n+]1ccc(-c2nnc3n2CCCCC3)cc1)c1ccc(Cl)cc1,-13%,-1%,4%,-13%,-3%[58.9 µM],x,43%,5%,2%
COc1cc(CNCc2ccncc2)cc(Br)c1OCc1ccccc1F,-6%,u,7%,-31%,u,19%[2.33 µM],64%[activator],1%,0%
C=CCn1c(=N)c(C(=O)NCCCOC)cc2c(=O)n3ccccc3nc21,9%,5%,-5%,-14%,17%,-13%[2.33 µM],29%,-3%,19%
O=C(NCCN1C(=O)S/C(=C\c2ccc(OC(F)F)cc2)C1=O)c1cnccn1,11%,-4%,2%,-18%,18%,1%[59 µM],23%,-2%,11%
CCOc1ccccc1NC(=O)Nc1cc(C(=O)O)ccc1C,i,u,6%,-8%,14%,4%,59%,-3%,0%
Cc1ccccc1C(=O)NC1CCN(Cc2ccccc2)CC1,i,-4%,2%,4%,49%[activator],x,33%,1%,0%
Cc1cc(NC(=O)CCN2C(=O)C3C4CCC(C4)C3C2=O)c(C)cc1Br (stereo unspecified),i,9%,2%,u,-8%,57%[activator][12.7 µM],20%,-2%,5%
Cc1ccc(C(=O)N[C@H](C(=O)NC2CCCCC2)C(C)C)cc1,-3%,x,-3%,4%,74%[activator],x,24%,x,3%
COc1cc(C(=O)NCc2cccc(Cl)c2)ccc1OCC(=O)N1CCOCC1,1%,7%,-1%,-10%,8%,u,2%,x,-6%
COC(=O)c1sc(N)c(C(=O)OC)c1Cn1ncc(Cl)c(Cl)c1=O,-8%,-33%,6%,-28%,u,-32%,-29%,-8%,11%
COc1ccc2cc(-c3cc(C(=O)OCC(=O)Nc4c(C)n(C)n(-c5ccccc5)c4=O)c4ccccc4n3)ccc2c1,-1%,-2%,10%,-1%,8%,24%[59 µM],17%,-3%,5%
Cc1ccc(-n2ncc3c(=O)[nH]c(SCC(=O)N4CCCc5ccccc54)nc32)cc1,-2%,2%,32%[activator],2%,22%,u,39%,-4%,16%
CSc1ccccc1NC(=O)CN(Cc1ccccc1)S(C)(=O)=O,-1%,3%,u,-13%,0%,-20%[59 µM],12%,-3%,u
COC(C[C@@H](O)C[C@@H](O)[C@H](C)OCc1ccccc1)OC,5%,x,-3%,-1%,26%,x,37%,x,-3%
O=C(Nc1cccc(NC(=O)c2ccccc2[N+](=O)[O-])n1)c1ccccc1[N+](=O)[O-],0%,-11%,-6%,u,u,-7%[0.0925 µM],-26%,-11%,u
C/C(=N\N(c1ccccc1)c1ccccc1)c1ccc(N)cc1,0%,x,u,22µM*,26%,x,u,x,4%
COc1ccc(O)cc1,2%,x,1%,-10%,-5%,-39%[12.7 µM],17%,-6%,24%&8%
Cc1cc(C)n(CCNC(=O)CC2C(=O)NCCN2Cc2ccc(C)o2)n1 (stereo unspecified),13%,4%,-15%,-2%,71%[activator],x,23%,2%,1%
Cc1ccc(C(=O)N/N=C2\CCc3ccccc32)c(C)c1,-5%,u,1%,-8%,22%,17%[59 µM],4%,-8%,7%
CN(Cc1nc(-c2cnccn2)no1)Cc1cccc2ccccc12,-6%,-6%,-10%,-1%,u,-38%,11%,-3%,1%
O=C(C1CC(c2ccccc2O)=NO1)N1CCc2ccccc2C1 (stereo unspecified),x,u,6%,-4%,26%,15%,37%,-6%,16%
Cc1ccc(C(=O)N2CCCC(C(=O)c3cc(F)ccc3F)C2)s1 (stereo unspecified),-2%,2%,-4%,-12%,7%,28%,27%,-3%,-3%
CCOc1cc(Br)c(C2C(C(=O)OC)=C(C)NC3=C2C(=O)c2ccccc23)cc1OCC (stereo unspecified),6%,32µM*,u,-30%,10%,18µM*,-25%,-8%,3%

Two compounds drawn at random from those above:
Compound,Tb PGK inh,BAZ2B inh,Pin1 inhibitor,JMJD2A Tudor,POLI inh,G9a block,HP1b binding inh,BLM helicase inh,GLS inh
COC(C[C@@H](O)C[C@@H](O)[C@H](C)OCc1ccccc1)OC,5%,x,-3%,-1%,26%,x,37%,x,-3%
O=C(C1CC(c2ccccc2O)=NO1)N1CCc2ccccc2C1 (stereo unspecified),x,u,6%,-4%,26%,15%,37%,-6%,16%

The listing continues.
Compound,Tb PGK inh,BAZ2B inh,Pin1 inhibitor,JMJD2A Tudor,POLI inh,G9a block,HP1b binding inh,BLM helicase inh,GLS inh
CCOc1ccc2nc(NC(=O)CN3CCN(c4ccccn4)CC3)sc2c1,16%,u,8%,0%,16%,-6%[59 µM],39%[activator],-7%,9%
C/C(CC(=O)NCc1ccco1)=N\NC(=O)C(c1ccccc1)c1ccccc1,i,-8%,1%,-25%,6%,-3%,19%,-6%,9%
COc1ccc(NC(=O)NC2(C(=O)N3CCCC3)CCCCC2)cc1,-6%,0%,-11%,-16%,70%[activator],19%,-14%,1%,4%
CCOC(=O)C1=C(CC)Nc2ccccc2N=C1NC(=O)Nc1ccccc1OC,-7%,-6%,u,1%,29%,18%[12.7 µM],25%,1%,-6%
O=C1c2oc3ccccc3c(=O)c2C(c2ccccc2F)N1Cc1ccc2c(c1)OCO2 (stereo unspecified),i,1%,-8%,-15%,3%,-31%[59 µM],8%,-3%,-3%
COc1cccc(/C=N/NC(=O)c2cc3c(OC)ccc(OC)c3[nH]2)c1O,-5%,-2%,u,u,-1%,-4%,4%,-8%,9%
COc1ccc(NC(=S)NCc2ccc3c(c2)OCO3)cc1,-1%,u,-1%,-11%,0%,-43%,9%,-3%,25%
c1ccc(C2CNCc3c2ccc2ccccc32)cc1 (stereo unspecified),-10%,-4%,4%,-27%,5%,6%[59 µM],12%,36%[activator],-8%
O=C(NC(=S)Nc1ccccc1)C1CCCCC1,-3%,-12%,-2%,-14%,3%,x,36%,-11%,1%
O=C(Nc1nnc(-c2ccc3c(c2)CCCC3)o1)C1CCCCC1,13%,-1%,0%,-12%,9%,2%,44%[activator],1%,4%

In the list so far, these have a thiophene ring, fused or not:
Compound,Tb PGK inh,BAZ2B inh,Pin1 inhibitor,JMJD2A Tudor,POLI inh,G9a block,HP1b binding inh,BLM helicase inh,GLS inh
COC(=O)c1sc(N)c(C(=O)OC)c1Cn1ncc(Cl)c(Cl)c1=O,-8%,-33%,6%,-28%,u,-32%,-29%,-8%,11%
Cc1ccc(C(=O)N2CCCC(C(=O)c3cc(F)ccc3F)C2)s1 (stereo unspecified),-2%,2%,-4%,-12%,7%,28%,27%,-3%,-3%

(continued)
Compound,Tb PGK inh,BAZ2B inh,Pin1 inhibitor,JMJD2A Tudor,POLI inh,G9a block,HP1b binding inh,BLM helicase inh,GLS inh
CC1(C)COC(c2cccn2Cc2ccc(F)cc2Cl)=N1,-6%,7%,-12%,-12%,-6%,-5%,47%[activator],-3%,-4%
O=C(c1cccc(S(=O)(=O)N2CCOCC2)c1)N1CCCC(C(F)(F)F)C1 (stereo unspecified),i,11%,4%,-8%,13%,-2%,8%,x,0%
CCCSc1nnc(NC(=O)CCc2ccccc2)s1,-2%,-2%[57.1 µM],4%,-6%,-11%,13%,32%,-1%,-2%
CCN1CCN(Cc2nc3c(c(=O)n(C)c(=O)n3C)n2CC(=O)c2ccccc2)CC1,i,-6%,2%,-7%,14%,-11%[59 µM],16%,4%,5%
CC(O)C(=O)N/N=C/c1cccc(Cl)c1Cl (stereo unspecified),4%,0%,-9%,-9%[57.1 µM],24%,14%[59 µM],50%[activator],1%,5%
O=C(Nc1cccc(C(F)(F)F)c1)C1CCCO1 (stereo unspecified),i,-14%,-1%,-9%,-8%,20%,9%,5%,-10%
COc1ccccc1/C=C/C(=O)N1CCOCC1,-1%,-5%,0%,-1%,18%,14%,26%,0%,-6%
O=C(O)C1=C[C@H](c2ccc(F)cc2)C[C@H](OCCCCO)O1,-4%,79µM*,-9%,-24%,9%,-28%[12.7 µM],58%[activator],-2%,-5%
CCCn1c(=N)c(C(=O)NCC2CCCO2)cc2c(=O)n3cccc(C)c3nc21 (stereo unspecified),0%,-2%,2%,3%[11.4 µM],-8%,16%,12%,-3%,-24%
COc1cccc(NC(=O)CN(C)C(=O)c2cc3ccccc3cc2OC)c1,1%,6%,1%,-19%,-7%,-10%[12.7 µM],20%,x,-2%
Cc1nn(C(=O)CCC(=O)NCc2ccc(OC(C)C)cc2)c2ccccc12,i,-10%,3%,1%,-2%,x,65%[activator],-2%,-6%
COc1ccc(/C=N/OC(=O)Nc2ccccc2)cc1[N+](=O)[O-],1%,-9%,2%,-19%,-7%,-81%,30%,-1%,15%
